# Source: PubChem (several laboratories)
# NPY-Y1 PAM-ag – potentiators or agonists of human neuropeptide Y receptor Y1; P25929; NPY-Y1 expressing cells, potentiator/agonist activation; activation, % at 3.6 µM; 220,000 compounds, 0.37% hits; AID 1304; in the data active = activation above about 33%, passing the limit was not always enough;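 also: cells stimulated with NPY at EC10 then isoproterenol at EC100; 0% = low agonist plus stimulus and 100% = saturating agonist plus stimulus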
# S1P4 ag – human S1P4 receptor agonism | 220,000 compounds, 0.35% hits | S1P4-expressing cell line, agonist reporter assay | AID 1509 | O95977 | activation, % at 4.98 µM; in the data active = activation above about 11%;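 also: 0% = DMSO vehicle and 100% = reference agonist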
# NPY Y1 blocker – blocks the human neuropeptide Y Y1 receptor; 200,000 compounds, 1% hits; AID 1040; inhibition, % at 3.6 µM; HEK293-CNG Y1 cells, membrane potential fluorescence; NPY at EC95, then isoproterenol; P25929;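 active = inhibition above the campaign mean inhibition of all tested compounds plus 3 SD, cut at about 20% in these data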;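 also: 0% = DMSO wells given NPY plus isoproterenol and 100% = isoproterenol alone without NPY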
#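 Benchmarks – high control isoproterenol alone, low control NPY with isoproterenol · Material – HEK293 Y1/CNG channel cell line · Times – dye 3 h, compound 60 min room temperature, stimulation 45 min · Probe or stimulus – NPY (25 nM), isoproterenol (1 µM), Ro 20-1724 (25 µM) · Evaluation – % inhibition of NPY effect · Signal – fluorescence, membrane potential probe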
# eIF4E 4G PPI – inhibitors of eIF4E and eIF4G interaction in translation initiation | P63073+Q04637 | TR-FRET eIF4E-eIF4GI(517-606) binding, 2 h | inhibition, % at 21.7 µM | 220,000 compounds, 0.37% hits | AID 782;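 active = inhibition above about 30%, limit read from the data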;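 also: 0% = full FRET control wells and 100% = background wells lacking eIF4GI fragment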
# S1P4 antagonist – blocks the human S1P4 receptor | O95977 | S1P4-expressing cells, antagonist mode, reporter read-out | inhibition, % at 4.98 µM | 220,000 compounds, 0.26% hits; in the data active = inhibition above about 29%;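 also: 0% = wells stimulated with agonist and 100% = vehicle wells without agonist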
# EP2 mod – EP2 receptor (human) modulation | EP2-expressing cells, cAMP HTRF FRET, PGE2 co-stimulation | AID 940 | 260,000 compounds, 0.83% hits | induction, % at 25 µM | P43116;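 active = compounds whose cAMP rise, as percent of the full-agonist control response, exceeds 60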;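 also: rat C6 glioma line stably carrying human EP2 under a CMV promoter; the protocol text gives 20 µM as final concentration; 100% = response of wells given 1 µM PGE2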
# PGE2 EP2 inh – EP2 receptor (human) inhibition | 260,000 compounds, 0.52% hits | C6 glioma cells expressing human EP2, cAMP TR-FRET; cells stimulated with saturating PGE2 | P43116 | inhibition, % at 25 µM;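 active = percent inhibition above 40 after rounding to a whole number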;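 also: rat C6 glioma host cells with rolipram phosphodiesterase inhibitor present; the protocol text gives 20 µM as final concentration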
# NPY-Y2 PAM-ag – potentiates or activates human NPY-Y2 receptor; P49146; cells expressing NPY-Y2, potentiator/agonist read-out; activation, % at 3.6 µM; 220,000 compounds, 0.45% hits; AID 1359; in the data active = activation above about 27%;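 also: cells stimulated with NPY near EC25 plus isoproterenol at EC100; 0% = vehicle plus submaximal agonist and 100% = vehicle plus saturating agonist; some results beyond the cut were filed as inactive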
# p97 inhibitor – blocks human p97 ATPase activity | P55072 | recombinant p97 ATPase, Kinase-Glo ATP luminescence, 3 h | inhibition, % at 8 µM | 220,000 compounds, 0.42% hits; in the data active = inhibition above about 15%;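 also: 0% = DMSO vehicle and 100% = wells lacking enzyme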
# Target sequence (P55072 whole entry, looked up): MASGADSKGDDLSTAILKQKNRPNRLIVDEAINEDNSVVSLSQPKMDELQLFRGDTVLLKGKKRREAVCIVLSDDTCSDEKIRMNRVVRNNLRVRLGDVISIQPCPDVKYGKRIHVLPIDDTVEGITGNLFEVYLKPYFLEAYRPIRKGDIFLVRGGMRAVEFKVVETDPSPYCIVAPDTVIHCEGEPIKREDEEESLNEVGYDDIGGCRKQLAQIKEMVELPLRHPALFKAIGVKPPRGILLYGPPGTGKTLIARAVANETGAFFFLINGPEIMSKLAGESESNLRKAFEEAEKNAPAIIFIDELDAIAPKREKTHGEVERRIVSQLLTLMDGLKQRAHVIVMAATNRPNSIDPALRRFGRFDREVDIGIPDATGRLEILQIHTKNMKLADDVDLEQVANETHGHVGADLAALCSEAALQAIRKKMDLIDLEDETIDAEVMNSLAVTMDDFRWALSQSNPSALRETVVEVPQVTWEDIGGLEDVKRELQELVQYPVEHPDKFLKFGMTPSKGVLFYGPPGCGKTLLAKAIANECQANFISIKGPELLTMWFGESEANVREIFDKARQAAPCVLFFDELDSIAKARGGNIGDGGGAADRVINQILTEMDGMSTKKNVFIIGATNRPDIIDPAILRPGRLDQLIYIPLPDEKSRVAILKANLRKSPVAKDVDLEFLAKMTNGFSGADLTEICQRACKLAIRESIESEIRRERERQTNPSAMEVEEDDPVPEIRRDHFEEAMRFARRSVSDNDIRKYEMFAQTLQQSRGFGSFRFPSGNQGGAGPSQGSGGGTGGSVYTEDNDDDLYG
# Active calls of the source: *; x = not tested or not shown; [ ] = another dose, or the depositor's remark. The list is partial; count on the stated rates, not on these rows.
Compound	PGE2 EP2 inh	EP2 mod	NPY-Y1 PAM-ag	NPY-Y2 PAM-ag	p97 inhibitor	S1P4 ag	S1P4 antagonist	eIF4E 4G PPI	NPY Y1 blocker
CCCCC(=O)Nc1ccc(C(=O)Nc2cccnc2)cc1	10.4	10.5	12.5	-15.3	-3.2	-0.7	-4.0	-12.2[fluorescence artefact?]	6.3
Cc1ccc(C)c(NC(=S)N2CCN(Cc3ccccc3)CC2)c1	3.0	20.1	10.2	4.4	4.5	0.5	-7.1	1.2	-1.2
CCOC(=O)COc1nc2c(c(-c3ccco3)c1C#N)CCc1ccccc1-2	6.5	16.5	-34.7	-32.8	-9.4	0.2	1.9	3.0	x
Cc1cc(-c2ccccc2)nc(N/N=C/c2ccc([N+](=O)[O-])cc2)n1	9.4	-49.6	-10.2	4.3	1.3	1.6	-14.0	2.4[fluorescence artefact?]	0.7
Cc1ccc(/C=N/OC(=O)c2nn(C)cc2Cl)cc1	5.0	4.1	-5.9	0.3	-2.8	1.5	-5.7	-2.2	13.8
Cc1nn(-c2ccccc2)c2c1C(c1ccccc1)C(C#N)=C(N)O2 (configuration not stated)	16.4	5.4	-9.0	7.1	13.2	0.0	-2.5	0.6	-1.3
Cc1ccc(S(=O)(=O)N2CCN(C(=O)C3CCCCC3)CC2)cc1	9.3	9.4	-7.2	-4.2	0.0	-0.1	-1.0	-2.4	-1.8
Cc1ccc(N(C(C)C(=O)Nc2cccc(N(C)S(C)(=O)=O)c2)S(C)(=O)=O)cc1 (configuration not stated)	2.7	10.2	-1.2	13.0	3.8	0.7	-4.2	-2.0	2.6
Cc1cc(Nc2ccccc2)c2c([N+](=O)[O-])c(C)cc(C)c2n1	8.9	50.5	-45.7	-12.6	-2.3	-1.3	3.2	4.1	7.8
O=C(CNC(=O)c1ccc(Br)o1)OCC(=O)c1cccc([N+](=O)[O-])c1	4.8	11.2	-4.4	-3.1	3.4	1.4	4.2	-2.5	1.0
COc1ccccc1NC(=O)CN(c1ccc(C)cc1)S(=O)(=O)c1c(C)n[nH]c1C	8.9	18.8	22.3	18.2	3.6	1.1	-6.3	4.0	-8.8
COc1ccccc1CNC(=O)C(=O)NCC(c1ccco1)N1CCOCC1 (configuration not stated)	4.0	11.1	0.0	-1.3	-2.8	-0.1	-5.5	0.7	4.8
CCOC(=O)c1c(C)[nH]c(C(=O)COC(=O)c2oc3ccc(OC)cc3c2C)c1C	4.0	19.6	-12.0	-3.7	-6.6	-0.8	-10.6	-21.3	8.7
NC(=O)C1CCN(c2nnnn2-c2ccccc2)CC1	6.3	0.0	12.9	9.7	2.7	-3.1	4.6	1.4	-0.8
COc1ccc(C(=O)Nc2nc(N)n(-c3ccccc3)n2)cc1OC	16.8	-15.8	5.0	1.1	2.3	2.1	3.0	-4.9	5.2
COCCCNc1nc2ccccc2nc1NS(=O)(=O)c1ccccc1	5.3	-10.5	3.8	-13.8	4.8	2.7	-20.5	1.6	-4.7
O=C1OC2CCC1(c1ccccc1)C2 (configuration not stated)	-0.1	11.0	-7.1	-3.7	-1.8	1.1	3.3	-1.2	1.2
O=C(CN1CCN(Cc2ccccc2)CC1)N1CCCc2c1c(=O)oc1ccc(O)cc21	x	-10.5	-21.7	-18.1	-1.6	2.4	-4.4	0.2	11.5
COc1ccc2nc(C)c(C(N)=O)cc2c1	11.8	24.2	5.5	1.5	6.5	-1.1	-8.5	4.4	2.1
Cn1c(CSCc2ccccc2)nnc1SCC(=O)Nc1nccs1	1.4	6.6	9.2	6.0	0.1	-1.1	-17.8	-0.6	-1.7
CCC[N+](CC#Cc1ccccc1)(CCC)CC(=O)OCC	4.8	6.0	-6.7	-4.8	1.6	0.4	-1.6	18.0	16.6
Cc1cc(S(=O)(=O)NCc2ccccc2)ccc1OCC(=O)N1CCOCC1	5.8	14.4	10.6	-7.8	0.3	1.6	-16.7	1.8	0.9
Cc1ccccc1C(=O)N1CCN(c2ncnc3c2cnn3-c2ccccc2)CC1	3.8	-15.1	-24.8	-25.1	0.6	0.4	-32.4	-5.3	-1.0
CCc1nc(SCC(=O)N2CCC(C)CC2)c2c(=O)n(C)c(=O)n(C)c2n1	9.7	-11.4	-5.0	-3.2	-9.5	-2.8	-17.7	0.3	7.8
O=c1oc2ccccc2c2c1C(c1ccc(Cl)cc1)Nc1ccc3ccccc3c1-2 (configuration not stated)	14.6	-3.2	-3.5	-1.4	0.8	3.1	3.8	-1.4[fluorescence artefact?]	-0.6
CCCOc1ccc(CC2CCC(=O)NC2=O)cc1 (configuration not stated)	4.0	-12.1	-7.1	-1.1	6.4	-1.4	-12.4	5.2[fluorescence artefact?]	-5.6
CC1(C)CC(=O)c2sc(NC(=O)CN3CCCCC3)nc2C1	11.1	-1.5	-2.0	1.1	4.5	0.1	-8.9	-4.0	4.4
CN(C)S(=O)(=O)c1ccc(Nc2ccc(-c3ccc4c(c3)OCCO4)nn2)cc1	0.1	-34.7	-9.2	-1.5	0.2	-0.3	-13.6	-13.2	-0.6
COc1ccc(NC(=O)Nc2ccccc2SC)cc1OC	6.8	1.2	20.7	7.5	2.3	0.5	2.3	1.4	-3.6
CCCS(=O)(=O)Nc1c(C(=O)OC)[nH]c2ccccc12	9.7	19.9	-28.7	-3.6	2.4	1.1	-4.3	5.4	1.1
O=C(COc1ncnc2ccccc12)Nc1ccc(Cl)c(S(=O)(=O)N2CCOCC2)c1	6.9	-7.2	-17.1	-17.2	-3.9	0.9	0.9	-1.2	x
CCc1ccccc1N(C)S(=O)(=O)c1ccc2[nH]cc(C(=O)O)c(=O)c2c1	2.6	25.9	7.2	8.2	1.3	1.3	-4.2	9.3	3.8
O=C(N/C=C\c1ccccc1)NCc1ccc(Cl)cc1Cl	7.6	-39.1	-22.5	-4.0	-2.8	-0.6	2.2	3.2	4.4
CC(C)Cc1nnc(NC(=O)CCC(=O)N2CCN(c3ccccn3)CC2)s1	4.3	-32.6	-6.6	-7.5	2.9	1.5	-3.8	-7.8	8.3
COc1cc(NC(=O)Cc2ccc(Cl)cc2)ccc1NC(=O)c1ccco1	9.7	-12.7	-16.0	12.1	10.0	0.3	3.9	-14.7	4.4
CCN1CCN(C(C(=O)NC2CCCCC2)c2ccc(Cl)cc2)CC1 (configuration not stated)	2.6	19.4	5.7	-0.4	-7.8	-0.2	-18.7	-15.3	-4.6
COc1ccc(N=C(C)C2=C(O)c3ccccc3C2=O)cc1	12.2	-21.8	-4.9	-8.1	4.1	-2.4	-5.0	2.7	3.4
O=S(=O)(NC1=NCCCCC1)c1ccc(F)cc1	5.8	14.2	-6.3	-23.4	0.5	0.0	-2.6	0.3	x
COC(=O)c1cc(COc2ccc3c4c(c(=O)oc3c2)CCCC4)c(C)o1	x	22.1	6.3	6.3	4.8	0.1	0.3	-0.4	0.1
Cc1noc(C)c1CSc1nc2[nH]ncc2c(=O)n1-c1ccccc1	22.4	30.7	-1.8	-17.8	5.7	-1.7	-11.7	-4.2	21.1*
COc1cccc(-c2noc(CCC(=O)Nc3cccnc3)n2)c1	21.6	-30.4	5.0	3.0	-2.0	-0.2	-0.1	1.0	-2.3
CC(C)OP(=O)(OC(C)C)C(Nc1ccccc1)c1cccc2c1OCO2 (configuration not stated)	3.3	2.5	0.2	12.5	2.5	-0.4	-10.5	-4.1	-2.2
CS/C(=N\S(=O)(=O)c1ccccc1)c1ccccc1	8.2	31.9	2.7	-3.1	0.2	-1.5	-6.6	-4.9[fluorescence artefact?]	-1.9
COC(=O)/C(C#N)=C1/SC=C(C)N1c1ccccc1	7.0	18.5	-12.6	3.3	4.4	0.4	-34.6	-1.9	-2.7
COC(=O)c1ccccc1NC(=O)CSCC(=O)Nc1ccccc1	7.9	11.1	-22.4	-11.2	-4.3	0.4	-8.4	-7.4	0.6
O=C(COc1ccc(Cl)cc1)NCCSc1ccccc1	4.8	-46.9	-6.8	-10.1	-2.4	2.9	-13.1	8.1	7.9
CCC(=O)N1CCc2cc(Br)cc(S(=O)(=O)CCC(=O)NCC3CCCO3)c21 (configuration not stated)	x	27.3	0.9	-7.2	2.9	-0.3	-3.3	5.3[fluorescence artefact?]	2.6
O=S(=O)(NC1CCCCC1)c1ccc(Cl)nc1	6.6	21.1	-8.1	-2.0	-3.2	-1.3	-6.3	-11.2	11.5
CC(=O)c1coc2c1cc(O)c1ccccc12	8.3	-55.4	3.4	-10.6	-1.2	0.5	0.0	-15.6	3.5
O=C(O)COc1ccccc1-c1ccccc1	11.6	-1.7	-30.3	-23.8	2.9	-0.7	-0.5	2.5	x
Clc1ccc(CN2CCC(c3nc4ccc(Cl)cc4[nH]3)CC2)cc1	x	-52.0	-5.5	14.2	-0.3	-0.5	-0.9	6.9	3.2
O=C(/C=C/c1ccco1)Nc1cccc(NC(=O)/C=C/c2ccco2)n1	21.3	-83.7	18.5	4.1	9.7	0.4	0.6	4.5	7.0
COc1cc(/C=N/N2CCN(C3c4ccccc4-c4ccccc43)CC2)ccc1O	10.3	54.6	-18.1	-5.0	5.1	1.1	-5.2	-13.5	9.9
Cc1cc(C)nc(NC(=O)c2c(Cl)cccc2Cl)n1	7.3	-12.6	10.5	0.2	5.1	0.5	-11.3	2.4	-1.8
Cc1ccc(S(=O)(=O)N(C)C)cc1NC(=O)CN1CCN(Cc2ccccc2)CC1	1.9	-10.3	2.8	-3.0	0.3	0.4	-2.9	1.3	7.8
C=C(C)C(=O)Oc1ccc(N2C(=O)CCC2=O)cc1	4.6	-7.7	4.6	-1.0	6.6	-0.9	2.4	-3.0	x
CCN(CC(=O)Nc1ccc(S(=O)(=O)N2CCCC2)cc1)CC(=O)Nc1cccc(OC)c1	8.0	18.5	15.4	-2.7	2.8	0.2	-1.9	5.2	x
COc1ccc(CCC(N)=O)cc1OC	11.4	30.5	-3.4	-8.0	-3.4	0.3	-8.2	0.9	2.9
O=C(CC1c2ccccc2Oc2ccccc21)Nc1ccccc1F	4.2	-22.4	4.8	1.7	0.1	0.1	-11.0	13.5	3.2
CCCSc1ncnc2sc(C)c(C)c12	5.0	52.7	-4.0	-6.0	-2.4	2.6	-59.7	-1.5	1.4
